Compound activity deposited in PubChem by The Scripps Research Institute Molecular Screening Center.
TbREL1 primary = TbREL1 inhibition, primary screen; P86926; TbREL1 RNA ligation, FRET fluorescence; inhibition, % at 9.66 µM; 0.49% of 89,000 active;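 active = inhibition above the mean inhibition across all screened compounds plus 3 SD, cut at about 11% in these data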;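 note: 0% = plate median of test wells and 100% = NSC42067 control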
Target sequence (P86926 whole entry, looked up): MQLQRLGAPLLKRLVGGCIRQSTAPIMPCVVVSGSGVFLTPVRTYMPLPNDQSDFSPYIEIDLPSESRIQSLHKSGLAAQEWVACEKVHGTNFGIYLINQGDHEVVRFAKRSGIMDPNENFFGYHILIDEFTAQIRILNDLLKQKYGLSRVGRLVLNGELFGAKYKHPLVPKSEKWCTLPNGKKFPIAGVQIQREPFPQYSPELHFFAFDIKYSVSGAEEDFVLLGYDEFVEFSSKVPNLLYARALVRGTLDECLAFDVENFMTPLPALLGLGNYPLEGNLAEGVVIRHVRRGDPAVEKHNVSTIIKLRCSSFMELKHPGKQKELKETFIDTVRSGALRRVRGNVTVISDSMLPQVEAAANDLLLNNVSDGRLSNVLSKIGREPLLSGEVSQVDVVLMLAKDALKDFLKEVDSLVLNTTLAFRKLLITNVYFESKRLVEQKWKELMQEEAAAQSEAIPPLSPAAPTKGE
* hit, by the source's call; & = joins results of further samples.

| compound | TbREL1 primary |
| --- | --- |
| CCC1SC2=NCCN2C1(O)c1ccc(Cl)cc1 (stereo unspecified) | 2 |
| COC(=O)c1ccc(CNC(=O)CN2C(=O)NC(Cc3ccccc3)(c3ccccc3)C2=O)cc1 (stereo unspecified) | -1 |
| Cc1cccc(-c2nnc3n2N=C(c2ccccc2Br)CS3)c1 | -2 |
| COc1ccc(CNC(=O)O[C@H]2CC[C@@]34CCCN3C(=O)CCC[C@H]4[C@H]2C)cc1OC | -2 |
| CC(C)[C@H](NC(=O)[C@@H](N)Cc1ccccc1)C(=O)N1CCC2CCN(Cc3ccccc3)CC21 (stereo partly specified) | -1 |
| CCCCN1C(=O)N(c2nnc(C(C)(C)C)s2)C(O)C1c1ccc(C)cc1 (stereo unspecified) | 3 |
| Cc1cn([C@H]2C[C@H](O)[C@@H](/C=C/C(=O)NCCN3CCCCC3)O2)c(=O)[nH]c1=O | -4 |
| COc1ccc(OC)c(NC(=S)NC(=O)c2ccc(Br)o2)c1 | -2 |
| COCc1c(C(=O)Nc2ccc(C)c(S(=O)(=O)N3CCOCC3)c2)oc2ccccc12 | 2 |
| COc1ccc(/C=C/S(=O)(=O)NCC(C)C)c(CNC(=O)OC(C)(C)C)c1 | 4 |
| CC1CCN(S(=O)(=O)c2ccc(NC(=O)c3ccco3)cc2)CC1 | 2 |
| O=C(COc1ccc(-c2nnc(N3CCCCC3)c3ccccc23)cc1)N1CCCCC1 | 0 |
| CCOC(=O)c1c(C)[nH]c(C(=O)C(C)OC(=O)c2ccc(NC(=O)CC#N)cc2)c1C (stereo unspecified) | 5 |
| S=c1[nH]nc(-c2cc(-c3ccccc3)n[nH]2)n1N=Cc1cccc(Oc2ccccc2)c1 | -4 |
| O=C(OCCc1cc2ccccc2c(=O)o1)c1cccc(Br)c1 | 2 |
| O=C(COC(=O)CN1C(=O)c2ccccc2C1=O)NC1CCCC1 | 2 |
| O=C1CC(NS(=O)(=O)c2ccc([N+](=O)[O-])cc2)CN1c1cccc(F)c1 (stereo unspecified) | 6 |
| COc1cccc(NC(=O)COC(=O)c2cc(S(=O)(=O)N3CCOCC3)ccc2C)c1 | -3 |
| Cc1ccc(N/N=C(\C#N)C(=N)N2CCCCCC2)cc1 | -6 |
| CCCn1c(-c2cc(OC)c(OC)c(OC)c2)nc2nc3ccccc3nc21 | -3 |
| O=C(Nc1ccc2c(c1)OCO2)NC1CCN(S(=O)(=O)c2ccc(F)cc2)CC1 | 1 |
| CCCCOc1ccc(-c2nnn(C(C)(C)C(=O)OC)n2)cc1 | -4 |
| Cc1[nH]nc2c1C(c1ccccc1F)NC2=O (stereo unspecified) | 1 |
| CCC(CO)Oc1cc(NC(=O)c2ccc([N+](=O)[O-])cc2)c2ncn(C(C)C)c2c1 (stereo unspecified) | 2 |
| CC(C)(C)c1ccc(C(=O)Nc2cccc(C(=O)N3CCOCC3)c2)cc1 | 3 |
| CC(=O)c1ccc(NC(=S)Nc2ccn(Cc3ccc(Br)cc3)n2)cc1 | 0 |
| CCn1c(=N)n(CC(=O)c2cccc(OC)c2)c2ccccc21 | 2 |
| C=CCC1(C(=O)N(C)Cc2ccccc2)CCN(C(=O)OC(C)(C)C)CC1 | -2 |
| CN(Cc1ccccc1)S(=O)(=O)c1cccc(C(=O)OCC2CCCCC2)c1 | 4 |
| COC(=O)[C@]12CCCCC=C1N(CCC1=CCCCC1)C(=O)[C@H](CC(=O)N1CCC(c3ccccc3)CC1)C2 | -4 |
| CCCCN(C(=O)CSc1ncn[nH]1)c1c(N)n(Cc2ccccc2)c(=O)[nH]c1=O | 1 |
| COCCN(C(=O)CSc1nnc(-c2cccc(F)c2)n1N)c1c(N)n(CC(C)C)c(=O)[nH]c1=O | -2 |
| CC(=O)c1cccc(NC(=O)C2CCCN2S(=O)(=O)c2ccccc2C(F)(F)F)c1 (stereo unspecified) | 3 |
| Cc1ccc2c(COC(=O)C3CC(=O)N(c4ccc5c(c4)OCCO5)C3)cc(=O)oc2c1 (stereo unspecified) | -2 |
| Cc1ccc(N2CC(C(=O)N3CCC(C(=O)NCCCOC(C)C)CC3)CC2=O)cc1 (stereo unspecified) | 3 |
| COc1ccc(CC(=O)N2CCN(c3ccccn3)CC2)cc1 | -1 |
| CCOC(=O)C1(CC)Oc2ccccc2C(c2ccc(OC)cc2)=C1C(=O)OC (stereo unspecified) | -1 |
| O=C(N/N=C1\CCc2ccccc21)c1ccccc1O | 0 |
| Cc1c(C(=O)Nc2c(C)n(C)n(-c3ccccc3)c2=O)oc2c(Cl)cccc12 | -2 |
| N#Cc1cc(N)ccc1Sc1ccccc1 | 6 |
| Cc1ccc(S(=O)(=O)NCCc2nnc3ccc(SCc4cccnc4)nn23)cc1 | -1 |
| O=C(COC(=O)c1ccc(S(=O)(=O)C(F)F)cc1)Nc1ccccc1C(=O)NC1CC1 | 2 |
| N#Cc1cc2cc3c(cc2nc1NCCNC(=S)NCCCN1CCOCC1)OCO3 | -1 |
| CCn1c(CCC(=O)Nc2cc(F)ccc2C)nc2cc(S(=O)(=O)N(C)C)ccc21 | -4 |
| COc1ccc(C(O)P(=O)(OCC(C)C)c2ccc(N(C)C)cc2)c(OC)c1 (stereo unspecified) | -6 |
| Cc1ccc(S(=O)(=O)Nc2ccc3c(c2)CCC3)cc1C | 6 |
| COC(=O)c1ccc(NS(=O)(=O)c2ccc(-c3cc(C)no3)s2)cc1 | 0 |
| O=C(O)/C=C/C(=O)Nc1ccc(-n2ccc(C(F)(F)F)n2)cc1 | 3 |
| CCCCn1c(N)c(N(CC)C(=O)c2ccc(-c3ccc(Cl)cc3)o2)c(=O)[nH]c1=O | -4 |
| O=C(c1cccs1)N1CCN(c2nc3ccc([N+](=O)[O-])cc3s2)CC1 | 0 |

Other compounds follow:
SMILES	TbREL1 primary
CCc1ccc(CN(C)CC(=O)Nc2sccc2C#N)cc1	-1
NC(=O)c1ccccc1NC(=O)/C=C/c1ccccc1	0
CC(C)c1ccc2oc(-c3ccc(NC(=O)c4ncn[nH]4)cc3)nc2c1	3
Cc1ccsc1C(=O)OCC(=O)Nc1ccc(Cl)cn1	3
CC(OC(=O)c1cc(S(=O)(=O)N2CCOCC2)ccc1F)C(=O)NC1CCCC1 (stereo unspecified)	0
Nc1ccc2nc(CCCCCCc3nc4ccc(N)cc4[nH]3)[nH]c2c1	-2
COc1cc(C(=O)OCC(=O)Nc2ccc(SC(F)F)cc2)cc(OC)c1OC	-1
COc1cc(OC)nc(Nc2nc(C(N)Cc3ccccc3)cs2)n1 (stereo unspecified)	5
COC(=O)COC(=O)c1ccc(O)cc1	0
CC(=O)c1cnc2cc(-c3ccc(C)cc3)nn2c1C	-1
COCCSc1nnc(NC(=O)COc2ccc3c(c2)OCO3)s1	1
Cc1cc(C(=O)OCC(=O)N2CCOCC2)c2ccccc2n1	2
COc1ccc(C(CNC(=O)CCC(=O)c2ccc(C)s2)N2CCOCC2)cc1 (stereo unspecified)	2
CCSc1nc2ccc(C)cc2cc1C#N	-4
CN(C)C(=O)c1ccccc1-c1ccccc1	0
COc1ccc(-c2[nH]c(-c3ccc(C(=O)O)cc3)nc2-c2ccccc2)cc1	-1
COc1cc(CNC(=O)c2cc(-c3ccc(F)cc3C)n[nH]2)cc(OC)c1	1
COCCN(C(=O)C(C)N1C(=O)c2ccccc2C1=O)c1c(N)n(CC(C)C)c(=O)[nH]c1=O (stereo unspecified)	-1
O=C(Nc1cccnc1)C1(c2ccccc2)CCCC1	1
COc1ccc(-c2ccc(C(=O)Nc3cccc(C(C)=O)c3)c3occc23)c(C)c1	0
CCOc1ccc(-n2c(SCC(=O)Nc3ccc(S(=O)(=O)Nc4cc(C)nc(C)n4)cc3)nnc2-c2ccc(C)cc2)cc1	-3
O=c1[nH]c(=O)c2nc3ccccc3nc2[nH]1	0
Cc1ccc(NC(=O)Cc2nc(CN(C)CC(=O)Nc3ccc(C)cc3)cs2)cc1	0
Cc1ccc(-c2c(C)cc3oc(=O)cc(-c4ccccc4)c3c2C)cc1	7
CCOc1ccccc1Nc1nc(N)nc(CN2CCCCC2C)n1 (stereo unspecified)	-2
COc1ccc2ccn(C)c2c1	-3
CSc1ccc(C(=O)C2CCCN(Cc3cccc4nccnc34)C2)cc1 (stereo unspecified)	-1
Fc1ccc(NC(=S)NC2CCCCC2)c(F)c1F	-3
COCCn1nnnc1C(c1cccs1)N1CCCC(C)C1 (stereo unspecified)	-2
Cc1ccc(S(=O)(=O)/N=C2\C=C(Nc3cccc(C(=O)O)c3)C(=O)c3ccccc32)cc1	0
CCn1c(SCc2nc3ccccc3[nH]2)nnc1-c1ccc(OC)cc1	0
NC(=O)C1CCN(C2=C(NS(=O)(=O)c3ccc(Cl)cc3)C(=O)c3ccccc3C2=O)CC1	1
Cc1noc(C)c1S(=O)(=O)N(C)C[C@H]1Oc2c(NC(=O)C3CCCCC3)cccc2C(=O)N([C@H](C)CO)C[C@@H]1C	-1
CSc1nc(N)nc(SCC(=O)CC(=O)OC(C)C)c1C#N	2
CCN1CN(CCc2ccccc2)CNC1=S	-2
O=C(CN(Cc1ccco1)C(=O)c1ccc(N2CCCC2=O)cc1)Nc1ccccc1C(F)(F)F	-1
COc1ccc(-c2ccc(-c3noc(C4CCCCC4)n3)c(OC)n2)cc1	0
O=C(COC(=O)c1cnccn1)Nc1c(Cl)cc(Cl)cc1Cl	8
Cc1ccc(S(=O)(=O)N2CCSC2C(=O)O)cc1 (stereo unspecified)	5
COc1cc(C(=O)OCC(=O)N2CCCC2=O)cc(OC)c1C	1
Cc1c(N(C)C(=O)COc2ccc3ccccc3c2)c(=O)n(-c2ccccc2)n1C	2
CSCC[C@H](NC(=O)N1CCn2c1nc1ccccc12)C(=O)NCc1ccc2c(c1)OCO2	-4
O=C(Nc1ccc2c(c1)OCO2)C1CCCN1C(=O)Nc1cccc(F)c1 (stereo unspecified)	1
O=C(Cc1ccc(Nc2nc(=S)[nH]c3ccccc23)cc1)NC1CCCCC1	-4
O=C(NCCN1CCOCC1)c1cc(S(=O)(=O)Nc2ccccc2F)c(Cl)cc1Cl	0
O=C(CN(c1ccc(F)cc1)S(=O)(=O)c1ccccc1)N1CCOCC1	7
CCN(CC)C(=O)CSC(=Nc1ccccc1F)NC#N	-2
COc1ccc(-n2nnnc2SCC(=O)N2CCCC2)cc1OC	-2
c1ccc(-c2nnc(C3CC(c4ccncc4)=NO3)o2)cc1 (stereo unspecified)	6
Cc1ccc(NS(=O)(=O)c2ccc(C(=O)NCCCN3CCCC3=O)cc2)cc1C	-1
CC(OC(=O)c1ccco1)C(=O)Nc1ncc(Cl)cc1Cl (stereo unspecified)	2
O=C(O)c1ccc(NC(=O)C2CCN(S(=O)(=O)c3ccc4c(c3)OCCO4)CC2)cc1	1
Cn1c(=O)oc2cc(S(=O)(=O)N3CCCC(C(=O)Nc4ccc5c(c4)OCCO5)C3)ccc21 (stereo unspecified)	6
O=C(O)CC1NC(=O)N(c2ccccc2)C1=O (stereo unspecified)	9
CCN(CC(=O)Nc1ccc2c(c1)OCCO2)S(=O)(=O)c1cccs1	-1
Cc1cccc(OCCC(=O)NCC(c2ccco2)N2CCCCC2)c1 (stereo unspecified)	-2
Cc1ccc(F)cc1C(=O)N1CCCC(c2nc(-c3cccs3)no2)C1 (stereo unspecified)	0
O=C(Nc1sc2c(c1-c1nc3ccccc3s1)CCNC2)C(F)F	0&-2
Cc1cccc(C(=O)OCC(=O)NC2CC2)c1O	5
O=C(N/N=C/C=C/c1ccco1)C(O)c1ccccc1 (stereo unspecified)	1

(continued)
SMILES	TbREL1 primary
Cc1ccc(SC(C)C(=O)Nc2ccncc2)cc1 (stereo unspecified)	1
Cc1cccc(CN2CCN(C3CN(Cc4ccc([N+](=O)[O-])cc4)S(=O)(=O)C3)CC2)c1 (stereo unspecified)	0
CC(=O)N(/N=C/c1cccc(C)c1)c1nc(-c2ccc(Br)cc2)cs1	0
CCC(C)NC(=O)CSc1nc2c(sc3ccccc32)c(=O)n1CCCN1CCOCC1 (stereo unspecified)	-4
CCOC(=O)c1cnn2c(C(F)(F)F)cc(-c3ccco3)nc12	-3
COc1cccc(C(=O)Cn2c(=O)n(CCC(=O)NCC3CCCO3)c(=O)c3cc(OC)c(OC)cc32)c1 (stereo unspecified)	-1
NC(=S)Nc1ccc(F)cc1F	-5
COc1ccc(-c2csc3ncnc(Sc4nnnn4C)c23)cc1	-1
COc1ccc(C2/C(=C(/O)c3ccc4c(c3)CC(C)O4)C(=O)C(=O)N2CCN2CCOCC2)cc1 (stereo unspecified)	-2
COC(=O)c1ccc(C2/C(=C(/O)c3ccc(OC(C)C)cc3)C(=O)C(=O)N2c2cc(C)on2)cc1 (stereo unspecified)	4
CSc1ncccc1C(=O)OCc1c(F)cccc1Cl	2
Brc1ccc(Cn2c(-c3cncs3)nc3ccccc32)cc1	1
CC1CC(C)CN(C(=O)c2cn(C)c3ccc(S(=O)(=O)N(C)C)cc3c2=O)C1 (stereo unspecified)	-2
CSc1nnc(-c2ccc(C(F)(F)F)cn2)o1	1
CC1CCN(S(=O)(=O)c2ccc3c(c2)N(CC(=O)N(C)Cc2ccco2)C(=O)CO3)CC1	-3

This is a subset; count on the stated rates, not on these rows.
